Source: PubChem (several laboratories)
CHRM4 agonist: agonists of human muscarinic M4 receptor (CHRM4); P08173; CHO-K1 hM4/Gqi5, Fluo-8 calcium fluorescence; vehicle 0%, full acetylcholine response 100%; activation, % at 3 µM; 360,000 tested, 0.14% active; AID 624127;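 active = activation above the run mean over all test wells plus 3 SD, cut at about 32% in these data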;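 also: peak over basal fluorescence ratio per well then scaled between controls; 0% = DMSO wells and 100% = acetylcholine at EC100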
M5 antag: blocks acetylcholine activation of human M5 receptor; P08912; CHO-hM5 cells, Fluo-8 calcium fluorescence, ACh EC80; inhibition, % at 3 µM; 360,000 tested, 0.59% active; AID 624040;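 active = inhibition above a per-plate cutoff, the mean of that plate's test compounds plus 3 SD, cut at about 27% in these data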;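 also: 0% = acetylcholine EC80 with DMSO and 100% = DMSO without agonist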
Target sequence (P08912 whole entry, looked up): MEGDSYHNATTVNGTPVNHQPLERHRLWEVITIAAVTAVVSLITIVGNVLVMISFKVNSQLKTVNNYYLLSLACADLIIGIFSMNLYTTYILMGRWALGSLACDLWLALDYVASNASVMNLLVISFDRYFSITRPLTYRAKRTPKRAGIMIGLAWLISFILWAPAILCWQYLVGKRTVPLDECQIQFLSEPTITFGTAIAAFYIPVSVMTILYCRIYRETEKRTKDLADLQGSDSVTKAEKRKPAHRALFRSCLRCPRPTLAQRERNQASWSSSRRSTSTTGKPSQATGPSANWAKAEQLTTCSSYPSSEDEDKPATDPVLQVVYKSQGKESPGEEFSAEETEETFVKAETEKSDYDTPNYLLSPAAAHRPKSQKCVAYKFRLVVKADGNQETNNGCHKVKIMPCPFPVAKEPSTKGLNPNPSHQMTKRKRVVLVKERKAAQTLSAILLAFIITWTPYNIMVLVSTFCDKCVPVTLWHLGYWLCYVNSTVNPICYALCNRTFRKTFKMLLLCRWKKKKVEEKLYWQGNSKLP
CHRM1 PAM: potentiates human M1 receptor response to acetylcholine | P11229 | 360,000 tested, 0.088% active | activation, % at 3 µM | CHO-K1 hM1, Fluo-8 calcium fluorescence, ACh EC20; 0% = ACh EC20, 100% = maximal ACh | AID 588819; in the data active = activation above about 19%, passing the limit was not always enough
Target sequence (P11229 whole entry, looked up): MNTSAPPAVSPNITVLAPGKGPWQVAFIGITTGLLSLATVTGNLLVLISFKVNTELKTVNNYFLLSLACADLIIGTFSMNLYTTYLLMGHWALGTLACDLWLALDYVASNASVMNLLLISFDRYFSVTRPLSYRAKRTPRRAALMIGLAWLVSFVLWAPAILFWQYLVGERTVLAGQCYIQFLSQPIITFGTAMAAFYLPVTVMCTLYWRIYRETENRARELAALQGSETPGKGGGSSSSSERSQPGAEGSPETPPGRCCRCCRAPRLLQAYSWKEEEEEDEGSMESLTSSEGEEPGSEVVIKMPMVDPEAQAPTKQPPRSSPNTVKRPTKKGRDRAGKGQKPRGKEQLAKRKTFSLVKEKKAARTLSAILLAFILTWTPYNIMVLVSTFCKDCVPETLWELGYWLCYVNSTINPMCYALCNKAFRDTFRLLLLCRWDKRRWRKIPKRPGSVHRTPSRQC
CHRM5 agonist: agonists of human muscarinic M5 receptor (CHRM5); 360,000 tested, 0.19% active; AID 624037; CHO-K1 hM5 cells, Fluo-8 calcium fluorescence; 0% DMSO wells, 100% maximal acetylcholine response; activation, % at 3 µM; P08912;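 active = activation above the run's mean over test compounds plus 3 SD, cut at about 23% in these data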;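 also: signal is peak over basal fluorescence ratio across the kinetic read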
M5 PAM: CHRM5 positive allosteric modulation. P08912. CHO-K1 hM5, Fluo-8 calcium, ACh EC20 PAM; 0% = ACh EC20, 100% = ACh EC100. activation, % at 3 µM. 360,000 tested, 0.3% active;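 active = activation above the run cutoff, the mean activation of all test compounds plus 3 SD, cut at about 18% in these data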
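System – CHO-K1 hM5 cells · Compound – 3 µM, single dose · Incubation – compound preincubation 140 s before EC20 acetylcholine addition · Technique – Fluo-8 calcium fluorescence · Measure – Max/basal fluorescence ratio as % of EC20–EC100 ACh window · Benchmarks – low control EC20 acetylcholine (0%), high control EC100 acetylcholine (100%) · Replication – singlicate, one well per test compound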
CRFBP-R2 block: CRF-BP/CRF-R2 complex antagonism; HEK293 CRF-R2/CRF-BP, CRF-induced calcium fluorescence; inhibition, % at 11.8 µM; 350,000 tested, 0.59% active; AID 588475;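 active = inhibition of the ligand-induced calcium signal above about 50% at the single tested concentration, limit read from the data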
CRFBP-R2 agonist: agonists of human CRF-binding protein/CRF-R2 receptor complex. activation, % at 13.2 µM. 350,000 tested, 0.46% active. HEK293 CRF-R2/CRF-BP, calcium dye fluorescence (FLIPR); percent of saturating CRF peptide response. AID 588473;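 active = activation of at least 50%, plus an integration ratio under a set limit after plate pattern correction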;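 also: plate controls were neutral control wells without compound for no effect and CRF at EC100 for full effect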
M4 antag: CHRM4 antagonism in calcium assay. P08173. CHO-hM4 cells, ACh EC80, Fluo-8 calcium fluorescence. inhibition, % at 3 µM. 360,000 tested, 0.73% active;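 active = inhibition above its plate's cutoff, the mean inhibition of sample wells plus 3 SD, cut at about 27% in these data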;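 also: 0% = acetylcholine EC80 with DMSO and 100% = DMSO without agonist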
CHRM4 PAM: positive allosteric modulators of human muscarinic M4 receptor. 360,000 tested, 0.4% active. activation, % at 3 µM. P08173. CHO-K1 hM4/Gqi5, Fluo-8 calcium fluorescence, ACh EC20; 0% = ACh EC20, 100% = maximal ACh;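 active = activation above its plate's cutoff, the mean activation of sample wells plus 3 SD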; also: some results filed as inactive read as strong as hits
The depositor's hits bear a star; / = no result given.

CHRM1 PAM	CRFBP-R2 block	M5 antag	CHRM5 agonist	CHRM4 PAM	CHRM4 agonist	M4 antag	CRFBP-R2 agonist	M5 PAM	Structure
-8	/	13	0	0	9	-11	/	-12	O=CNc1cc(-c2ccc(C(=O)NC3CC3)cc2)cn2c(-c3ccccc3)cnc12
7	9	11	0	0	1	-2	-1.8	-3	Cc1ccc(-c2nnn(CC(=O)N(Cc3ccccc3)C(C(=O)NC(C)(C)C)c3ccncc3)n2)o1 (stereo not given)
-13	-6	4	-11	-10	1	3	2.2	-9	CCN(CC)CCC(=O)Nc1ccc2c(c1)N(C(=O)CN(CC)CC)c1ccccc1CC2
5	4	1	0	-9	3	14	-0.3	-7	CCOc1cccc(C(=O)Nc2cccc(C(=O)NCC(C)C)c2)c1
-3	-17	-4	2	-2	1	-2	-1.2	0	O=C(Nc1ccc(C(=O)N2CCCC2)cc1)c1cc(F)c(F)cc1Cl
4	-12	-15	-2	2	-2	3	-1.5	7	CCOC(=O)n1c(=O)n(Cc2ccccc2C)c2ccccc21
7	-19	3	0	-3	2	-8	0.1	-5	CC[C@@H]1CCCCc2ccccc2[C@@H](C(=O)C[C@@H](O)CC(C)=O)OC1=O
16	-1	2	-4	0	5	5	-0.9	3	Cc1ccc(CN2CC(C(=O)Nc3ccc(F)c([N+](=O)[O-])c3)CC2=O)cc1 (stereo not given)
5	-3	6	-2	-1	1	0	-1.4	3	Cc1ccc(C(=O)NC2CCN(C(=O)NCc3ccccc3)CC2)cc1
-7	-18	10	-4	-2	7	0	3.0	-5	Cc1ccc(NC(=O)Cc2ncc(C(F)(F)F)cc2Cl)cc1Cl
-8	-13	6	-7	-14	0	-1	-0.3	5	CCOC(=O)N1CCC(N(CCN(C)C)C(=S)Nc2ccccc2OC)CC1
-3	6	15	-1	2	0	4	-2.6	7	CC1CCCCC12NC(=O)N(CC(=O)Nc1nccs1)C2=O (stereo not given)
0	-1	7	-2	-3	3	1	-2.0	-4	O=c1[nH]c2ccc(NCc3ccc(OCc4ccccc4Cl)cc3)cc2[nH]1
2	4	-4	0	-6	0	2	-0.9	-3	CCN(CC(=O)NC(C)(C)C)C(=O)CCl
7	1	-4	5	-1	0	11	4.8	-1	CCS(=O)(=O)N1CCC(C(=O)Oc2ccccc2OC)CC1
7	13	4	4	9	1	-8	-0.8	3	Nc1ccc(OCC(O)C[n+]2ccc(CCS(=O)(=O)[O-])cc2)cc1 (stereo not given)
9	28	1	-1	8	1	-17	0.4	-6	COc1ccc2ccccc2c1C1CC(=O)N2CN(C3CCCCC3)CSC2=C1C#N (stereo not given)
-4	3	5	-8	-11	1	-11	-0.4	-4	Cc1cc(C)c(C)c(OCCn2ccnc2)c1
-4	-3	10	-10	-7	1	11	2.6	-10	COc1ccc(C2/C=C\CN(S(=O)(=O)c3ccc(C)cc3)CC(=O)N2Cc2ccc(F)cc2)cc1 (stereo not given)
9	-12	-3	-5	-6	1	-8	-0.4	0	CNC(=S)N/N=C(\C)c1ccc2c(c1)OCO2
/	/	1	1	-4	1	-2	/	-3	Cc1cc2nc(C3CCCCC3)c(Cc3ccccc3C(F)(F)F)n2c(C)c1Br
3	0	-14	1	3	0	4	-0.8	1	COCCOC(=O)C1=C(C)NC(=S)NC1/C=C/c1ccccc1 (stereo not given)
10	-18	-4	1	9	1	0	-0.4	2	CCOC(=O)C1C(=O)CC(C)(O)C(C(=O)OCC)C1c1ccc(OCC)cc1 (stereo not given)
-10	-23	-3	-7	-13	0	5	-0.9	11	CCN(c1ccc(NC(=O)COC(=O)/C=C/c2cccs2)cc1)C(C)C
-1	6	6	-1	3	1	-2	-3.2	-2	COc1cc(OC)c(OC)cc1C#N
4	37	4	3	-5	3	2	-1.0	-6	O=C(OC1CCOC1=O)c1cccc(S(=O)(=O)Nc2cccc(Cl)c2)c1 (stereo not given)
-7	22	-1	3	6	7	-18	0.3	-12	O=C(CC(c1ccccc1)c1ccccc1)NCc1cccnc1
13	-17	0	2	12	4	5	-0.2	-3	COc1cccc(-c2csc(N3CCN(CC(=O)NNC(=O)c4ccc(Br)cc4)CC3)n2)c1
4	-3	8	4	-5	0	-2	-2.9	-2	CC(NCc1ccc(S(N)(=O)=O)cc1)C(=O)N1CCc2ccccc21 (stereo not given)
6	-6	-1	7	-2	9	7	0.4	-11	O=C1COc2ccc(C(=O)COC(=O)c3c(F)cccc3Cl)cc2N1

13 entries already listed, sorted by heavy-atom count, smallest number first.
CHRM1 PAM	CRFBP-R2 block	M5 antag	CHRM5 agonist	CHRM4 PAM	CHRM4 agonist	M4 antag	CRFBP-R2 agonist	M5 PAM	Structure
-1	6	6	-1	3	1	-2	-3.2	-2	COc1cc(OC)c(OC)cc1C#N
2	4	-4	0	-6	0	2	-0.9	-3	CCN(CC(=O)NC(C)(C)C)C(=O)CCl
9	-12	-3	-5	-6	1	-8	-0.4	0	CNC(=S)N/N=C(\C)c1ccc2c(c1)OCO2
-3	6	15	-1	2	0	4	-2.6	7	CC1CCCCC12NC(=O)N(CC(=O)Nc1nccs1)C2=O (stereo not given)
4	-12	-15	-2	2	-2	3	-1.5	7	CCOC(=O)n1c(=O)n(Cc2ccccc2C)c2ccccc21
-7	22	-1	3	6	7	-18	0.3	-12	O=C(CC(c1ccccc1)c1ccccc1)NCc1cccnc1
-3	-17	-4	2	-2	1	-2	-1.2	0	O=C(Nc1ccc(C(=O)N2CCCC2)cc1)c1cc(F)c(F)cc1Cl
4	37	4	3	-5	3	2	-1.0	-6	O=C(OC1CCOC1=O)c1cccc(S(=O)(=O)Nc2cccc(Cl)c2)c1 (stereo not given)
16	-1	2	-4	0	5	5	-0.9	3	Cc1ccc(CN2CC(C(=O)Nc3ccc(F)c([N+](=O)[O-])c3)CC2=O)cc1 (stereo not given)
-8	-13	6	-7	-14	0	-1	-0.3	5	CCOC(=O)N1CCC(N(CCN(C)C)C(=S)Nc2ccccc2OC)CC1
9	28	1	-1	8	1	-17	0.4	-6	COc1ccc2ccccc2c1C1CC(=O)N2CN(C3CCCCC3)CSC2=C1C#N (stereo not given)
13	-17	0	2	12	4	5	-0.2	-3	COc1cccc(-c2csc(N3CCN(CC(=O)NNC(=O)c4ccc(Br)cc4)CC3)n2)c1
7	9	11	0	0	1	-2	-1.8	-3	Cc1ccc(-c2nnn(CC(=O)N(Cc3ccccc3)C(C(=O)NC(C)(C)C)c3ccncc3)n2)o1 (stereo not given)

Next part.
CHRM1 PAM	CRFBP-R2 block	M5 antag	CHRM5 agonist	CHRM4 PAM	CHRM4 agonist	M4 antag	CRFBP-R2 agonist	M5 PAM	Structure
-7	-10	-1	-5	-4	8	-5	-0.4	-14	O=C(C1CCN(S(=O)(=O)c2cccc3cccnc23)CC1)N1CCc2ccccc21
-1	-5	13	-1	-5	0	-2	1.2	-5	O=C(CN1C(=O)S/C(=C\c2ccccc2)C1=O)NC1CCS(=O)(=O)C1 (stereo not given)
8	-12	-3	2	3	1	-3	0.3	0	O=C(Nc1c(-c2ccccc2)nc2ccccn12)c1cccs1
6	14	6	1	-1	1	-3	-1.6	-1	O=C(CSc1ccc2ccccc2c1)Nc1ncccn1
-11	-37	2	1	0	0	-7	1.8	2	CC(C)Sc1nc2c(c(=O)n1C)SC(C)C2 (stereo not given)
-4	16	7	0	-15	5	-3	-0.8	-11	O=S(=O)(c1ccc(F)cc1)c1nc(-c2ccco2)oc1Nc1ccc(F)cc1
-7	9	3	-3	-13	2	2	2.0	-9	CCN(CC)S(=O)(=O)c1ccc2oc(SCc3ccc(F)cc3)nc2c1
1	4	6	0	-5	0	1	-1.7	-5	COc1cc(OC)cc(C(=O)Nn2cnnc2)c1
7	8	11	2	3	0	-4	-1.9	-4	O=C(NC(=S)N1CCCCC1CO)c1cc(Br)ccc1Cl (stereo not given)
7	-24	1	-3	2	5	4	-0.1	-1	CCCn1c(=N)n(CC(O)COc2cccc(C)c2)c2ccccc21 (stereo not given)
12	1	-2	-12	-7	4	-7	-0.4	-11	Cc1cc(OCCCn2ccnc2)ccc1[N+](=O)[O-]
-5	-33	4	-7	-1	0	7	20	0	CCOc1cc(/C=N/O)cc(Br)c1OCc1ccc(Cl)cc1
5	22	12	1	3	2	-5	-2.2	0	CNc1ncnc2c1ncn2-c1ccccc1
3	4	0	4	8	0	-13	-0.9	4	COc1ccc(OC)c(NC(=O)C2=C(C)NC(=O)NC2c2cccs2)c1 (stereo not given)
7	-1	1	2	6	0	-7	-0.2	2	CC1(C)Cc2c(sc(/N=C/N3CCOCC3)c2C#N)C(C)(C)N1
6	2	2	0	1	0	-4	-1.9	-1	O=C(NCc1ccc2c(c1)OCO2)C1CCC(CNc2c(N3CCCC3)c(=O)c2=O)CC1 (stereo not given)
-6	2	17	-1	0	1	-6	-0.9	-5	CCOc1ccc(S(=O)(=O)N2CCCC(C(=O)Nc3ccccc3)C2)cc1 (stereo not given)
1	-19	-10	2	5	-1	7	-1.3	14	CCn1cc(C(=O)OCC(=O)Nc2cccc(S(=O)(=O)N3CCOCC3)c2)c(=O)c2ccc(C)nc21
-4	-2	-1	-1	-12	0	13	0.1	-9	COC(=O)Cn1c(CCS(=O)(=O)c2ccc(C)cc2)nc2ccccc21
11	3	1	2	0	2	4	-1.3	1	Cc1cccnc1NC(=O)CCc1c[nH]c2ccccc12
-2	-25	-7	1	7	1	-3	-1.8	1	O=C(Nc1ccc(F)cc1F)c1cncc(Br)c1
-1	7	5	-2	-2	0	-1	-0.7	-1	CC1CC(C)CN(S(=O)(=O)c2ccc3c(c2)C(C)(C)C(=O)N3C)C1 (stereo not given)
5	30	-3	-6	14	1	-2	-1.3	-1	CC1(C)Cc2cccc(OCC(=O)O)c2O1
2	-6	-1	-2	-8	0	-2	2.6	-4	CCCCOc1ccc(C(=O)N/C(=C\c2ccc(OC)cc2)C(=O)OCc2ccco2)cc1
-3	0	6	-4	-2	1	-5	-0.4	0	Cc1[nH]c2ccccc2c1C(=O)CN1CCC(C)CC1
-4	5	16	-5	4	0	-1	1.1	-1	COc1ccc(C(=O)Oc2cc(/C=N/NS(=O)(=O)c3ccc(C)cc3)ccc2OC)cc1
8	12	8	-1	0	1	-7	0.8	1	CCOC(=O)c1c(NC(=O)Cn2cnc([N+](=O)[O-])n2)sc(C)c1C
11	-4	0	0	9	2	-28	-2.6	-3	COCCn1c(SCC(=O)Nc2ccc3c(c2)OCCO3)nc2c(c1=O)SC(C)C2 (stereo not given)
6	6	-10	10	8	1	-10	-0.9	7	COc1ccc(OCC(O)CNC(=O)c2cccs2)cc1 (stereo not given)

This is a random part of the collection (roughly 2.6% active in at least one column).
